# SRC1 TRFRET art = TR-FRET detection interference compounds, primary screen, artefact control for PPARgamma SRC-1 recruitment agonists, biochemical, TR-FRET emission ratio | TR-FRET detection artefact counter-screen; stronger effect = higher value | TR-FRET ratio at 8 µM | 0.34% of 99,000 active | AID 1051, 2008; in the data active means TR-FRET ratio above about 2300; further: inactives centre near 1800
# SRC3 TRFRET art = TR-FRET detection interference compounds, artefact control for PPARgamma SRC-3 recruitment agonists, biochemical, TR-FRET ratio; TR-FRET artefact counter-screen, PPARgamma/SRC-3 format; stronger effect = higher value; TR-FRET ratio at 8 µM; 0.39% of 99,000 active; in the data active means TR-FRET ratio above about 2000; further: inactives centre near 1600
# * hit, by the source's call; & = joins results of further samples.
# The opening 19 records, to show the layout:
no.	structure	SRC1 TRFRET art	SRC3 TRFRET art
1	CCn1c(C)nc2cc(C(=O)NNS(=O)(=O)c3c(F)cc(F)c(Cl)c3F)ccc21	1775	1467
2	COC(=O)CC1C(=O)NCCN1C(=O)CSc1nnnn1-c1ccc(Cl)cc1 (centres undefined)	1781	1381
3	CCCCC(=O)NC1(C(F)(F)F)NC(=O)N(Cc2ccccc2)C1=O (centres undefined)	1464	1461
4	COc1cc(C2C(C(=O)c3ccco3)=C(O)C(=O)N2CCc2ccccc2)ccc1O (centres undefined)	1754	1437
5	O=C(Cc1ccccc1)NN1C(=O)C2C(C1=O)C1C=CC2C12CC2 (centres undefined)	1739	1505
6	COC(=O)c1cc(C#N)c(N2CCN(C)CC2)nc1C	1644	1362
7	CC(=O)OCC[N+](C)(C)C	1723&1579	1784&1525
8	COc1cc(C(=O)NCC(=O)N/N=C/c2ccc(OC(=O)c3ccco3)cc2)cc(OC)c1OC	2026	1555
9	COc1ccc(N2CCN(C(=O)c3oc4ccccc4c3C)CC2)cc1	1562	1464
10	O=C(CN1C(=O)NC2(CCCCC2)C1=O)Nc1ccccc1Cl	1850	1473
11	COc1cc(/C=N/Nc2cc(C)nc(NS(=O)(=O)c3ccc(C)cc3)n2)ccc1O	2097	1837
12	COc1cccc(C2C3=C(N=c4s/c(=C\c5cccc(O)c5)c(=O)n42)c2ccccc2CC3)c1OC (centres undefined)	1800	1825
13	Cc1nc(Nc2nc(CSc3ccc(Cl)cc3)cc(=O)[nH]2)nc2ccccc12	1693	1575
14	CCOC(=O)Cc1cc(=O)n2[nH]c(-c3ccccc3)c(-c3ccccc3)c2n1	2001	1750
15	Cc1ccc2nc(-c3ccc(SCC(=O)Nc4nc(C)cs4)nc3)[nH]c2c1	1739	1498
16	Cc1c(CCO)sc[n+]1CC(=O)OCCC12CC3CC(CC(C3)C1)C2	1551	1618
17	Cc1cc(C)[n+](-c2ccc(C(C)C)cc2)c2[nH]c(=O)[nH]c(=O)c12	1806	1638
18	Cc1nc(NC(=O)COc2ccc(Cl)cc2)sc1C(=O)N(C)C	2007	1633
19	Nc1nnc(SCCCC(=O)c2ccc(F)cc2)s1	1845	1725

# The listing, previewed entries included:
no.	structure	SRC1 TRFRET art	SRC3 TRFRET art
1	CCn1c(C)nc2cc(C(=O)NNS(=O)(=O)c3c(F)cc(F)c(Cl)c3F)ccc21	1775	1467
2	COC(=O)CC1C(=O)NCCN1C(=O)CSc1nnnn1-c1ccc(Cl)cc1 (centres undefined)	1781	1381
3	CCCCC(=O)NC1(C(F)(F)F)NC(=O)N(Cc2ccccc2)C1=O (centres undefined)	1464	1461
4	COc1cc(C2C(C(=O)c3ccco3)=C(O)C(=O)N2CCc2ccccc2)ccc1O (centres undefined)	1754	1437
5	O=C(Cc1ccccc1)NN1C(=O)C2C(C1=O)C1C=CC2C12CC2 (centres undefined)	1739	1505
6	COC(=O)c1cc(C#N)c(N2CCN(C)CC2)nc1C	1644	1362
7	CC(=O)OCC[N+](C)(C)C	1723&1579	1784&1525
8	COc1cc(C(=O)NCC(=O)N/N=C/c2ccc(OC(=O)c3ccco3)cc2)cc(OC)c1OC	2026	1555
9	COc1ccc(N2CCN(C(=O)c3oc4ccccc4c3C)CC2)cc1	1562	1464
10	O=C(CN1C(=O)NC2(CCCCC2)C1=O)Nc1ccccc1Cl	1850	1473

# Going on with the list.
no.	structure	SRC1 TRFRET art	SRC3 TRFRET art
11	COc1cc(/C=N/Nc2cc(C)nc(NS(=O)(=O)c3ccc(C)cc3)n2)ccc1O	2097	1837
12	COc1cccc(C2C3=C(N=c4s/c(=C\c5cccc(O)c5)c(=O)n42)c2ccccc2CC3)c1OC (centres undefined)	1800	1825
13	Cc1nc(Nc2nc(CSc3ccc(Cl)cc3)cc(=O)[nH]2)nc2ccccc12	1693	1575
14	CCOC(=O)Cc1cc(=O)n2[nH]c(-c3ccccc3)c(-c3ccccc3)c2n1	2001	1750
15	Cc1ccc2nc(-c3ccc(SCC(=O)Nc4nc(C)cs4)nc3)[nH]c2c1	1739	1498
16	Cc1c(CCO)sc[n+]1CC(=O)OCCC12CC3CC(CC(C3)C1)C2	1551	1618
17	Cc1cc(C)[n+](-c2ccc(C(C)C)cc2)c2[nH]c(=O)[nH]c(=O)c12	1806	1638
18	Cc1nc(NC(=O)COc2ccc(Cl)cc2)sc1C(=O)N(C)C	2007	1633
19	Nc1nnc(SCCCC(=O)c2ccc(F)cc2)s1	1845	1725
20	CCOC(=O)C1(Cc2ccccc2Cl)CCN(C(=O)CN2CCOC2=O)CC1	1801	1967

# Next results:
no.	structure	SRC1 TRFRET art	SRC3 TRFRET art
21	CC(C)NC(=O)COc1ccc2c(c1)C(=O)CC(C)(C)O2	1977	1715
22	CCC(=O)N1CCN(c2ccccc2NC(=S)NC(=O)c2cccc([N+](=O)[O-])c2)CC1	1751	1618
23	COc1cc(-c2nc(C)c(C(C)=O)n2O)ccc1OCC(=O)Nc1ccc(Cl)cc1	1766	1519
24	CC1(C)OC(=O)N(CC(=O)Nc2ccccc2)C1(C)O (centres undefined)	1919	1579
25	COC(=O)/C(=N/Nc1ccccc1Cl)Sc1nnc(C(O)c2ccccc2)n1-c1ccccc1 (centres undefined)	1969	1776
26	CC1CC(C)(C)CC2(C1)NC(=O)N(CC(=O)NC1CCCc3ccccc31)C2=O (centres undefined)	1607	1769
27	COc1cccc(Nc2nc3ccccc3c(=O)[nH]2)c1	1650	1447
28	Cc1oc(-c2ccoc2)nc1CN(Cc1ccccc1)CC1CC1	1448	1601
29	COc1cccc(CC2(CO)CCN(Cc3cnc(N4CCOCC4)s3)CC2)c1	1829	1780
30	CN(CCNC(=O)CCCOc1cc(=O)n(C)c2ccccc12)Cc1ccccc1	1827	1746

# (list continues)
no.	structure	SRC1 TRFRET art	SRC3 TRFRET art
31	C=CCN(CC=C)c1ccc(N2C(=O)C3CCCCC3C2=O)cc1[N+](=O)[O-] (centres undefined)	1549	1468
32	CCCCCCC(=O)N/N=C(\C)Cc1ccccc1	1827	1609
33	O=C1c2ccsc2SCCN1Cc1ccccc1	1824	1436
34	CCO[C@H]1OC(C(=O)O)=C[C@@H](C2CC2)[C@@H]1CCCO	1591	1500
35	O=C(O)c1ccc(COc2ccccc2C=C2C(=O)c3ccccc3C2=O)cc1	1817	1467
36	CCC1CCCCN1C(=O)COC(=O)c1cc(Br)ccc1Cl (centres undefined)	1671	1424
37	COc1cc(C)c(C(=O)Oc2cc(C)c(C(=O)O)c(O)c2C)c(OC)c1C	2088	1642
38	COc1cccc(CN2CCN(Cc3nc4c(s3)CCCC4)CC2CCO)c1 (centres undefined)	1947	1507
39	COc1cccc2sc(Nc3nc(-c4ccncc4)cs3)nc12	1750	1368
40	COc1ccc(P(=O)(COc2ccc([N+](=O)[O-])cc2)c2ccc(OC)cc2)cc1	1785	1468

# (next part)
no.	structure	SRC1 TRFRET art	SRC3 TRFRET art
41	Cc1sc2nc3ccc(N4CCCC4)nn3c(=O)c2c1C	2219	1573
42	CCOC(=O)c1nn(-c2ccc(F)cc2)c2nc(Nc3ccccc3)cc(=O)n12	1891	1579
43	CCOC(=O)CC(NC(=O)CCc1c(C)nc2nc(C)nn2c1C)c1ccc(OC(C)C)cc1 (centres undefined)	1747	1749
44	COc1ccc(-c2[nH]ncc2CNC(C)c2cn(C)nc2C)c(F)c1 (centres undefined)	1771	1721
45	Cn1nnnc1SCCNCc1ccccc1OCc1ccccc1	1594	1480
46	Cc1ccc(-n2c(SCC(=O)N3CCCC3)nc3c(c2=O)SCC3)cc1	1588	1923
47	Cn1c(-c2cccc(Br)c2)n[nH]c1=O	1959	1637
48	O=C(CN1CCCCC1)Nc1ccc(NC(=O)c2ccccc2Cl)cc1Cl	1880	1413
49	CN(CC(=O)NC1CCCc2ccccc21)S(=O)(=O)c1cccs1 (centres undefined)	1738	1511
50	O=C(O)c1cc(NC(=O)c2ccc(Cl)c([N+](=O)[O-])c2)cc(C(=O)O)c1	1777	1623

# The results go on.
no.	structure	SRC1 TRFRET art	SRC3 TRFRET art
51	Cc1ccc2nc(-c3ccccc3)c(CC(=O)O)c(C(=O)O)c2c1	1740	1580
52	Cc1ccc(C)c(NC(=S)N(Cc2cccc(Br)c2)CC2CCC(C(=O)O)CC2)c1 (centres undefined)	1874	1407
53	O=S(=O)(c1cccc(-c2cn3cccnc3n2)c1)N1CCOCC1	1702	1790
54	Cn1cc(C(=O)NCCO)c(=O)c2ccccc21	1677	1413
55	CCc1ccc(-c2nc(NC(=O)c3ccc(OCC(=O)Nc4ccc(F)cc4)c(OC)c3)sc2C)cc1	1740	1495
56	O=C(Cn1cc(SCc2cccc(Cl)c2)c2ccccc21)N1CCOCC1	1798	1588
57	Cc1sc2ncnc(SCC(=O)N3c4ccccc4Sc4ccc(Cl)cc43)c2c1C	1809	1388
58	Cc1ccc(CNC(=O)C(Cc2ccccc2)NS(=O)(=O)c2ccc(Br)s2)cc1 (centres undefined)	2107	1630
59	COc1ccc(-n2nc(C(=O)NCC(=O)N3CCN(c4ccccn4)CC3)c3ccccc3c2=O)cc1OC	1986	1672
60	O=C(C1CC1c1ccccc1)N1CCOCC1 (centres undefined)	1770	1394
61	COc1ccc(CN2CCNC(=O)C2CC(=O)N(C)Cc2ccncn2)c(OC)c1 (centres undefined)	1855	1558
62	O=C(COc1ccccc1)N1CCN(S(=O)(=O)c2cccs2)CC1	1945	1694

# One compound at a time, from the list above. Order of values: SRC1 TRFRET art | SRC3 TRFRET art
# CCc1ccc(-c2nc(NC(=O)c3ccc(OCC(=O)Nc4ccc(F)cc4)c(OC)c3)sc2C)cc1 is entered as 1740 | 1495
# Cn1cc(C(=O)NCCO)c(=O)c2ccccc21 is entered as 1677 | 1413
# COc1ccc(CN2CCNC(=O)C2CC(=O)N(C)Cc2ccncn2)c(OC)c1 (centres undefined) is entered as 1855 | 1558

# Compound activity: PubChem BioAssay, The Scripps Research Institute Molecular Screening Center

# An excerpt, so the mix of outcomes need not match the whole.
